# Bioassay records from PubChem.
# Xi reactivation: activators of X-chromosome reactivation in mouse fibroblasts | activation, % at 7.58 µM | hit rate 0.055% among 360,000 | XiGFP mouse fibroblasts, % GFP-positive cells imaging, 3 d; cells co-treated with 5-aza-dC sensitizer; scaled so ellipticine positive control = 100%;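 active = mean normalized replicate activation at least 10% and every replicate at or above 10%; inconclusive = only one of the two criteria met; inactive = mean below 10% and not all replicates reach 10%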;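 note: 0% = median of on-plate neutral control wells and 100% = ellipticine 6 µM median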
#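 Material: XiGFP fibroblasts, SV40-immortalized; Buffer or medium: DMEM containing 5-aza-dC; Compound dosing: single point; Times: 3 days compound exposure.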
# ERAP1 HTS inh: blocks human ERAP1 aminopeptidase activity. Q9NZ08. recombinant ERAP1, Leu-AMC fluorescence, 60 min. inhibition, % at 10.7 µM. hit rate 0.15% among 340,000;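 active = mean replicate inhibition of at least 30%, or all replicates individually reaching that 30% level; inactive = mean below 30% and not every replicate reaching it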;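 note: 0% = neutral control wells and 100% = L-leucinethiol positive control wells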
# PGC1a acetyl inh: lowers PGC1a acetylation signal in U2OS cells | AlphaScreen anti-acetyl-lysine; with virally co-expressed GCN5 acetyltransferase | inhibition, % at 15.6 µM | hit rate 0.17% among 350,000 | AID 651687;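 active = every replicate shows inhibition of at least 40%; inconclusive = mean inhibition at least 40% but some replicate below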;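 note: 0% = neutral control wells and 100% = positive control wells; some results beyond the cut were filed as inactive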
# C2C12 statin: protects C2C12 myotubes from simvastatin toxicity; hit rate 0.78% among 330,000; AID 602340; ATP luminescence, 48 h; scaled: DMSO 0, geranylgeraniol control 100; rescue of ATP level, % at 7.49 µM;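 active = mean ATP rescue above about 67%, or every replicate alone reaching that limit, limit read from the data, passing the limit was not always enough; inconclusive = no clear call, values can overlap the other calls; inactive = mean under the limit and some replicate under it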;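 note: myotubes were challenged with 10 µM simvastatin during compound exposure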
# LGR2 antag: blocks bursicon-induced cAMP signaling via Drosophila LGR2; HEK293 LGR2, CRE-luciferase, bursicon-stimulated, 4 h; inhibition, % at 9.99 µM; hit rate 0.35% among 380,000;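 active = drop in luminescence signal, shown as inhibition above about 50% in the replicate tests, limit read from the data, passing the limit was not always enough; inconclusive = probably only some replicates passing the limit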;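 note: agonist challenge used bursicon conditioned medium at about half maximal strength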
# Cneo AK release: causes C. neoformans cell lysis | adenylate kinase release luminescence, 4 h; normalised: neutral wells 0, clomiphene wells 100 | lysis activity, % at 15 µM | hit rate 0.2% among 360,000;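 active = mean lysis activity across replicates of at least 80%, whatever share of replicates individually reach that level; inactive = mean lysis activity below 80%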
#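 Material: C. neoformans cells; Schedule: 4 h static compound exposure, 37 °C, read 1 h post-reagent; Measured by: adenylate kinase release luminescence; Read-out: signal increase indicating cell lysis; Controls: Clomiphene as positive lysis control.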
# SIRT5 inh: blocks human SIRT5 desuccinylation of peptide | AID 652115 | inhibition, % at 15 µM | Q9NXA8 | Purified SirT5, succinyl-peptide AMC, trypsin-coupled fluorescence | hit rate 1.1% among 330,000; in the data active = inhibition above about 15%; inconclusive = no clear call, values can overlap the other calls
# Target sequence (Q9NXA8 whole entry, looked up): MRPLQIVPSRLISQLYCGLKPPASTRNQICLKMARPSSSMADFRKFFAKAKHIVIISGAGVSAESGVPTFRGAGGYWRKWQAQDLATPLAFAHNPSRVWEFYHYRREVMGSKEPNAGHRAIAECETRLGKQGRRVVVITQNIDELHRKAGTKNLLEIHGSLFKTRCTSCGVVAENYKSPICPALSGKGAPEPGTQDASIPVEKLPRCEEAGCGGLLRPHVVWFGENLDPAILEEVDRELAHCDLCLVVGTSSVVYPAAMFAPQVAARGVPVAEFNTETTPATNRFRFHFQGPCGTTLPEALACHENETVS
# S100A4 inh HTS: inhibitors of human S100A4 binding to myosin IIA peptide. S100A4/TAMRA-MyoIIA peptide fluorescence polarization. inhibition, % at 10.7 µM. AID 652163. hit rate 0.14% among 360,000;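 active = mean inhibition of at least 70% across replicates, with every replicate also reaching that level; inconclusive = mean inhibition reaches 70% but some replicates fall short; inactive = mean inhibition below 70%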
# Target sequence (P26447 whole entry, looked up): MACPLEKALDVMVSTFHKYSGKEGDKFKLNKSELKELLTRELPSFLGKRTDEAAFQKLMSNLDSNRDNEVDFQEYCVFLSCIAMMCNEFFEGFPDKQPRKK
#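 Material: human S100A4 monomer with TAMRA-labelled myosin IIA peptide; buffer or medium: HEPES pH 7.2 with CaCl2, KCl, NaCl, DTT, Triton; compound dosing: one concentration per compound; schedule: 5 min incubation before reading; benchmarks: neutral control DMSO, positive control TFP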
# Active calls of the source: *; ? = inconclusive; nt = not tested or not shown.
SMILES,Xi reactivation,ERAP1 HTS inh,PGC1a acetyl inh,C2C12 statin,LGR2 antag,Cneo AK release,SIRT5 inh,S100A4 inh HTS
O=C(Nc1ccc2c(c1)OCO2)N[C@H]1CC[C@H](CCNC(=O)C2CCOCC2)O[C@@H]1CO,0.1,1,5,-2,9,-1,-3,9
COC(=O)C[C@@H]1CC[C@H](NS(=O)(=O)c2ccc(OC)cc2)[C@@H](CO)O1,-0.6,-1,1,-10,-13,3,1,-3
CCOC(=O)NC(NC(=S)Nc1ccc(OC)cc1)C(Cl)(Cl)Cl (stereo unspecified),0.0,-1,nt,nt,nt,nt,-4,6
Nc1cccc(CCc2nc3ccccc3[nH]2)c1,0.2,0,-2,nt,-12,3,3,-6
COc1ccc(NC(=O)CCn2c(=O)c3cccn3c3ccccc32)c(OC)c1,0.1,5,-1,0,16,nt,-2,1
C[C@@H]1CN([C@@H](C)CO)C(=O)c2cccc(NC(=O)c3ccc(-c4nccs4)cc3)c2O[C@@H]1CN(C)Cc1ccc(Cl)c(Cl)c1,-1.0,0,-5,nt,-2,1,7,-2
CN(Cc1ccccc1)C(=O)c1cccc(NC(=O)Cc2ccc(NC(=O)C3CCN(S(=O)(=O)c4cccc([N+](=O)[O-])c4)CC3)cc2)c1,0.5,7,nt,-11,-9,1,-5,2
CCCC(=O)Nc1ccc2c(c1)C(=O)N(C)C[C@H](OC)[C@H](C)CN(Cc1cccc(F)c1)[C@H](C)CO2,0.0,nt,-6,9,8,nt,-3,nt
CN1C(=O)c2cc(NS(C)(=O)=O)ccc2OC[C@H]2O[C@H](CC(=O)NCc3ccc(-c4ccccc4)cc3)CC[C@@H]21,0.1,nt,nt,-15,2,-5,5,nt
O=C(Nc1cccnc1)C1CCCN(c2ncnc3c2nc2n3CCCCC2)C1 (stereo unspecified),-0.1,1,-7,-26,-8,-6,-2,-4
O=C(C[C@H]1CC[C@H]2[C@@H](COC[C@@H](O)CN2S(=O)(=O)c2ccccc2)O1)NCc1ccc2c(c1)OCO2,0.1,-1,8,1,-11,1,-2,?
O=C(Nc1ccccc1Oc1ccccc1)c1cccs1,0.0,1,3,-11,-7,0,1,1
CCC(CO)Oc1cc(NCc2cccc(C(F)(F)F)c2)c2ncn(C(C)C)c2c1 (stereo unspecified),0.0,-2,-8,-8,2,-5,2,-3
COC(=O)NCc1ccc(Cl)c(Cl)c1,nt,-1,nt,6,-13,8,-3,2
CCn1nc(C)c(CNC(=O)Nc2ccc3c(c2)OCO3)c1C,0.1,3,-2,5,-4,1,1,-4
COc1ccccc1NC(=O)N(C)C[C@@H]1Oc2ncc(C#CC(C)C)cc2C(=O)N([C@@H](C)CO)C[C@H]1C,-1.0,-3,-12,-5,4,0,-1,0
Cc1ccc2nc(C3CCCN(C(=S)Nc4cccc(C)c4C)C3)[nH]c2c1 (stereo unspecified),nt,nt,-10,-32,-12,0,nt,nt
COc1ccc(OC)c(NC(=O)COc2ccc(Br)cc2)c1,0.3,-1,nt,15,10,1,-4,-2
C/C(=N/N=C(/N)SCc1ccccc1)C(C)(C)C,0.0,5,12,nt,18,nt,-1,-13
CC(C)c1ccc2[nH]c3c(c2c1)CCCC3=O,-0.1,2,-3,nt,-2,-4,-1,-2
C[C@@H]1CN([C@@H](C)CO)C(=O)c2cc(NC(=O)CCCCCC(=O)Nc3ccccc3N)ccc2O[C@H]1CN(C)Cc1ccc2c(c1)OCO2,0.2,2,0,nt,7,nt,2,-3
O=C(/C=C/c1ccc2ccccc2n1)c1cc(Cl)ccc1O,-0.1,-5,3,?,-79,-1,-6,-4
COc1cc(C2NCC(c3ccc(Cl)cc3Cl)c3c2[nH]c2ccccc32)cc(OC)c1OC (stereo unspecified),0.0,1,nt,-5,nt,19,1,-2
COc1ccc(/C=C2\CCC(C3CCCC3)C2=O)cc1OC (stereo unspecified),0.0,1,1,-4,-84,1,-6,-6
CCN(CC(=O)NCc1ccc(F)cc1)C(=O)CN1CCN(c2ccccc2OC)CC1,0.3,4,nt,-1,7,-2,1,5
CNC[C@H]1Oc2cc(-c3ccccc3F)ccc2S(=O)(=O)N([C@H](C)CO)C[C@@H]1C,0.0,-3,0,2,-4,-4,1,-16
C[C@H]1CN([C@@H](C)CO)C(=O)c2cccc(NC(=O)c3ccncc3)c2O[C@H]1CN(C)S(=O)(=O)c1ccc(F)cc1,0.0,1,2,-51,8,0,0,0
NC(=O)c1ccc(=O)n(C2OC(CO)C(O)C2O)c1 (stereo unspecified),0.2,-3,-27,2,6,1,-4,-7
CNC[C@H]1Oc2cc(-c3cncnc3)ccc2S(=O)(=O)N([C@H](C)CO)C[C@@H]1C,0.5,-3,9,-6,-5,0,-9,-14
Cc1ccc(Cn2c(C3CCCN3c3nc(-c4ccc(F)cc4)cs3)nc3cc(C(F)(F)F)ccc32)cc1 (stereo unspecified),0.4,-3,-2,-2,-10,3,-1,-2
C[C@@H]1CN([C@H](C)CO)C(=O)c2cccc(NC(=O)C3CCOCC3)c2O[C@@H]1CN(C)Cc1ccccc1,0.0,2,9,-6,-9,-1,-1,-6
Cc1ccc(NC(=O)C(Nc2ccccc2)c2ccccc2)cc1 (stereo unspecified),0.0,2,nt,nt,1,nt,-4,3
COc1ccc(NC(=O)c2cc(C3CCCCN3C(=O)c3cc(OC)c(C)c(OC)c3)on2)c(C)c1 (stereo unspecified),-0.1,-4,0,-2,22,-2,-1,19
Cc1ccccc1S(=O)(=O)Nc1ncnc2scc(-c3ccccc3)c12,-0.1,nt,3,-9,3,2,nt,nt
O=C(OCc1ccc(F)cc1)c1cc(S(=O)(=O)N2CCCCC2)ccc1N1CCOCC1,0.0,2,nt,nt,4,nt,-2,2
C[C@@H]1CN([C@H](C)CO)C(=O)c2cc(NC(=O)Nc3ccc(C(F)(F)F)cc3)ccc2O[C@H]1CN(C)C(=O)Nc1ccc2c(c1)OCO2,-1.0,0,2,12,-27,0,5,-5
CN1C(=O)[C@@H]2[C@H](C1=O)[C@@H]1C(=O)Nc3ccccc3C(=O)N1[C@@H]2c1ccc(F)cc1,0.0,-3,5,-11,-14,0,-2,-3
CCN(CC)S(=O)(=O)c1ccc(N2CCOCC2)c(NC(=O)COc2ccccc2C#N)c1,0.0,4,-7,-7,0,1,-2,-22
COc1ccc(CS(=O)(=O)CC(C)(O)c2ccccc2Cl)cc1 (stereo unspecified),0.1,-2,nt,3,5,3,-1,-17
CCCNC(=O)C[C@H]1CC[C@@H]2[C@H](COC[C@@H](O)CN2Cc2ccncc2)O1,0.1,-1,-5,12,-16,6,-2,-7
COc1cccc(C(=O)Nc2ccc3c(C)cc(=O)oc3c2)c1,0.0,-3,5,-10,-36,0,-1,2
COc1ccc(Cl)cc1NC(=O)c1cccc(-n2cnnn2)c1,0.0,1,nt,nt,5,nt,-3,-4
Nc1nc(N)c(C=Nc2ccc(Br)cc2)c(Nc2ccc(Br)cc2)n1,0.0,0,nt,0,-14,1,-5,-3
COC(=O)[C@@H](Cc1ccccc1)NC(=O)NCCc1ccccc1,0.1,2,27,7,-3,0,-2,-5
CC1CC(C)CN(CCCOc2ccccc2[N+](=O)[O-])C1 (stereo unspecified),0.0,12,nt,nt,11,nt,1,-3

# 9 consecutive records from above:
SMILES,Xi reactivation,ERAP1 HTS inh,PGC1a acetyl inh,C2C12 statin,LGR2 antag,Cneo AK release,SIRT5 inh,S100A4 inh HTS
CN1C(=O)[C@@H]2[C@H](C1=O)[C@@H]1C(=O)Nc3ccccc3C(=O)N1[C@@H]2c1ccc(F)cc1,0.0,-3,5,-11,-14,0,-2,-3
CCN(CC)S(=O)(=O)c1ccc(N2CCOCC2)c(NC(=O)COc2ccccc2C#N)c1,0.0,4,-7,-7,0,1,-2,-22
COc1ccc(CS(=O)(=O)CC(C)(O)c2ccccc2Cl)cc1 (stereo unspecified),0.1,-2,nt,3,5,3,-1,-17
CCCNC(=O)C[C@H]1CC[C@@H]2[C@H](COC[C@@H](O)CN2Cc2ccncc2)O1,0.1,-1,-5,12,-16,6,-2,-7
COc1cccc(C(=O)Nc2ccc3c(C)cc(=O)oc3c2)c1,0.0,-3,5,-10,-36,0,-1,2
COc1ccc(Cl)cc1NC(=O)c1cccc(-n2cnnn2)c1,0.0,1,nt,nt,5,nt,-3,-4
Nc1nc(N)c(C=Nc2ccc(Br)cc2)c(Nc2ccc(Br)cc2)n1,0.0,0,nt,0,-14,1,-5,-3
COC(=O)[C@@H](Cc1ccccc1)NC(=O)NCCc1ccccc1,0.1,2,27,7,-3,0,-2,-5
CC1CC(C)CN(CCCOc2ccccc2[N+](=O)[O-])C1 (stereo unspecified),0.0,12,nt,nt,11,nt,1,-3

# (continued)
SMILES,Xi reactivation,ERAP1 HTS inh,PGC1a acetyl inh,C2C12 statin,LGR2 antag,Cneo AK release,SIRT5 inh,S100A4 inh HTS
O=C(/C=C/c1nc2ccccc2s1)N1CCCCCC1,0.0,0,5,-1,-50,-4,4,-13
CCOC(=O)C1=C(C)N(CCCC(=O)O)C(=O)NC1c1cccc(OC)c1 (stereo unspecified),-0.1,0,nt,nt,19,nt,-4,-2
CCOC(=O)/C(=N/Nc1ccccc1)c1csc(Nc2ccccc2)n1,nt,nt,-18,49,-8,-3,nt,nt
O=S(=O)(NCc1csc(-c2cccs2)n1)c1ccccc1,0.2,nt,-10,2,-9,-2,1,0
CCC(=O)N(CC(=O)Nc1sc(C)c(C)c1C(N)=O)Cc1ccc(F)cc1,0.0,4,-16,nt,0,0,-1,3
CN(C)C(=O)COc1ncnc2scc(-c3ccc(F)cc3)c12,0.0,-2,1,9,4,1,-4,-4
COc1ccc(NC(=S)N2CCN(S(=O)(=O)c3ccc(OC)cc3)CC2)cc1,0.0,-1,1,nt,4,0,-1,-1
Cc1cc(-c2ccccc2)cc(=O)[nH]1,0.1,1,-8,nt,-56,nt,-4,3
CC1(C(=O)NS(=O)(=O)c2ccc3c(c2)CCO3)CCN1C(=O)COc1ccc(Cl)cc1 (stereo unspecified),0.0,6,nt,7,-15,11,13,-3
CC(=O)N1CCCc2cc(S(=O)(=O)N3CCC(C)CC3)ccc21,0.0,-1,-9,nt,2,0,-1,-2
CCCCc1cc(=O)oc2cc(C)cc(OCC(=O)N3CCC(C(N)=O)CC3)c12,nt,3,9,-16,2,-2,-5,55
COc1ccccc1CN1CCNC(=O)C1CC(=O)NCCc1cnccn1 (stereo unspecified),-0.3,-2,9,19,-10,3,0,-3

# A portion of the library (hit frequency here may not be typical).
